Screening data (PubChem)
APOBEC3G inh: APOBEC3G DNA deaminase inhibitors, primary screen, biochemical, fluorescence, single-stranded DNA substrate, uHTS; DNA dC->dU-editing enzyme APOBEC-3G (Homo sapiens), Q9HC16; recombinant A3G, ssDNA deamination FAM/TAMRA fluorescence; inhibition, % at 20 µM; hit rate 0.28% among 330,000;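 active = inhibition of at least 40% at 20 µM, with no more than 30% in the related APOBEC3A deaminase screen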;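 note: plate controls were DMSO wells with A3G for no effect and wells lacking A3G enzyme for full effect; some compounds called inactive have numbers as strong as hits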
Target sequence (Q9HC16 whole entry, looked up): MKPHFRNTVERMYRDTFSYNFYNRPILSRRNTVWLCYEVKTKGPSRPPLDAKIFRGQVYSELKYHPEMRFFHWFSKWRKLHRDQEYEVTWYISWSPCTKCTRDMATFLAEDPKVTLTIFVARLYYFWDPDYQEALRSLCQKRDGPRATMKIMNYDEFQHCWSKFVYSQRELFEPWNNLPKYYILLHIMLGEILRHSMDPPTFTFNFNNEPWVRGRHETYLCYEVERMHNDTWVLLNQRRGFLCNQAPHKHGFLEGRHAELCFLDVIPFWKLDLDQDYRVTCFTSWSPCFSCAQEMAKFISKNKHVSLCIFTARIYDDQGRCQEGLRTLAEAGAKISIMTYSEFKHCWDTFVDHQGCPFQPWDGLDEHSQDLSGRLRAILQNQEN
UBC13 inh: UBC13 polyubiquitin chain formation inhibitors, primary screen, biochemical, TR-FRET, uHTS; Ubiquitin-conjugating enzyme E2 N (Homo sapiens), P61088; inhibition, % at 20 µM; hit rate 0.47% among 330,000; in the data active = inhibition above about 45%, passing the limit was not always enough
Target sequence (P61088 whole entry, looked up): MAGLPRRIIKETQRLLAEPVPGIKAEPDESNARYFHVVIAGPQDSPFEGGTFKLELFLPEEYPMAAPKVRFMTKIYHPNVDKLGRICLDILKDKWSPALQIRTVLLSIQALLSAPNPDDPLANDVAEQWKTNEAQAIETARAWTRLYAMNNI
SENP8 block-1: human SENP8 protease inhibitors, primary screen, biochemical, fluorescence, Nedd8 protein substrate, uHTS; Sentrin-specific protease 8 (Homo sapiens), Q96LD8; recombinant SENP8; inhibition, % at 20 µM; hit rate 0.64% among 360,000; AID 602440, 2012; in the data active = inhibition mostly above about 40%, no sharp cut-off; inactive = mostly below about 27%
Target sequence (Q96LD8 whole entry, looked up): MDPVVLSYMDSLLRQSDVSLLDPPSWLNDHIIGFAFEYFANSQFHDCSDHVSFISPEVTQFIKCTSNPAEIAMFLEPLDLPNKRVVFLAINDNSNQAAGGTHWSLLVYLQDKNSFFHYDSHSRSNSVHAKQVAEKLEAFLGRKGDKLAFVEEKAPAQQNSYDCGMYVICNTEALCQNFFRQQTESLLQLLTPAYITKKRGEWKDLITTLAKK
SENP7 inh: SENP7 protease inhibitors, primary screen, biochemical, luminescence, uHTS. recombinant SENP7, Z-RLRGG-aminoluciferin luminescence, 40 min. inhibition, % at 5 µM. hit rate 1.5% among 330,000;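 active = inhibition above about 50% at the single test dose, limit read from the data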;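 note: plate controls were DMSO with enzyme for no effect and no enzyme buffer wells for full effect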
SENP8 block-2: SENP8 protease inhibitors, primary screen, biochemical, luminescence. hit rate 1.2% among 330,000. Sentrin-specific protease 8 (Homo sapiens), Q96LD8. AID 2540, 2010. inhibition, % at 10 µM. purified SENP8, Z-RLRGG-aminoluciferin cleavage; in the data active = inhibition above about 50%
SENP6 block: SENP6 protease inhibitors, primary screen, biochemical, luminescence, uHTS; Recombinant SENP6 catalytic domain, aminoluciferin luminescence; inhibition, % at 10 µM; hit rate 1.8% among 330,000; AID 2599, 2010;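 active = inhibition above about 50% at the single tested dose, limit read from the data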;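 note: plate controls were DMSO wells with enzyme for no effect and DMSO wells lacking enzyme for full effect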
Apaf-1 inh: inhibitors of human Apaf-1 apoptosome, primary screen, biochemical, DEVD-Rh110 fluorescence, uHTS. AID 489030, 2010. hit rate 0.71% among 330,000. inhibition, % at 20 µM. reconstituted apoptosome caspase-3 activity. Apoptotic protease-activating factor 1 (Homo sapiens), O14727; active = inhibition of at least 40% at 20 µM;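 note: plate controls were DMSO wells for no effect and DEVD-CHO caspase inhibitor wells for full effect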
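Material: reconstituted apoptosome with Apaf-1, cytochrome c, caspase-9, procaspase-3, dATP; medium: pH 7.5 Hepes buffer with CHAPS, BSA, DTT; also added: cytochrome c and DEVD-Rh110 substrate; timing: 30 min plus 50 min, RT; signal: Rh110 fluorescence intensity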
SENP1 inh: human SENP1 catalytic domain inhibitors, primary screen, biochemical, FRET, uHTS. Sentrin-specific protease 1 (Homo sapiens), Q9P0U3. recombinant SENP1 catalytic domain, CyPet-SUMO1-YPet FRET cleavage. inhibition, % at 10 µM. hit rate 0.21% among 360,000. AID 624204, 2012;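 active = inhibition at least 30% at 10 µM, raw YFP signal under a set limit, fluorescence ratio 0.5 to 1.5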;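 note: 0% = enzyme with DMSO and 100% = no enzyme wells; some results filed as inactive read as strong as hits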
Target sequence (Q9P0U3 419-644 limits assumed): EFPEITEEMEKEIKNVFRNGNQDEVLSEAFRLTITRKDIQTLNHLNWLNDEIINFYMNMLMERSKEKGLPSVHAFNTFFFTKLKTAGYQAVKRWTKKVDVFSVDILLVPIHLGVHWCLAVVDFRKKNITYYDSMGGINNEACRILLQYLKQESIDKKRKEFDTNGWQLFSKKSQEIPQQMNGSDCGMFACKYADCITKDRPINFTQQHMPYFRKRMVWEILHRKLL
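Assay system: hSENP1 catalytic domain, recombinant. Amount: SENP1 enzyme, 20 pM final. Schedule: 50 min reaction, RT, dark. Technique: FRET, CFP and YFP emission. Control set: no-enzyme wells low, DMSO-plus-enzyme wells high control.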
An asterisk follows results filed as active.

SMILES	APOBEC3G inh	UBC13 inh	SENP8 block-1	SENP7 inh	SENP8 block-2	SENP6 block	Apaf-1 inh	SENP1 inh
O=C(N/N=C/c1cc([N+](=O)[O-])ccc1O)c1cc(-c2ccccc2)nc2ccccc12	-3	-64	1	-1	-11	3	6	-30
CCCCC(CC)COC(=O)C(C#N)=C(c1ccccc1)c1ccccc1 (stereo unspecified)	-8	-2	2	7	0	-15	-232	0
O=C(C1CC1)N1CCN=C1SCc1cccc(F)c1	-5	8	8	1	-2	-8	-10	0
CCCCOc1ccccc1NC(=O)CC1SC(=NCC)N(CC)C1=O (stereo unspecified)	-5	8	-6	-3	-2	-15	11	4
O=C(CN1C(=O)NC2(CCCC2)C1=O)NCc1ccco1	1	-12	5	-4	-8	-6	-9	-1
COc1ccc(-c2nc(-c3cccnc3)no2)cc1	-3	0	-2	84*	67*	77*	3	1
Cc1nccn1CC(O)Cn1c2ccccc2c2ccccc21 (stereo unspecified)	-3	14	10	-3	3	17	-2	-3
Cn1c(=O)c2ncn(CC(=O)NCCOc3ccccc3)c2n(C)c1=O	-5	0	20	5	-4	-2	-4	2
O=C(CC1C(=O)N(c2ccc(Cl)cc2)C(=S)N1CCc1ccncc1)Nc1ccc(F)cc1 (stereo unspecified)	0	8	2	-3	-5	-1	3	-2
Cc1ccc(Nc2nc(CSc3nnnn3-c3ccccc3)cs2)cc1	-2	4	10	1	-2	7	18	-1
CN1CCN(C(=O)C2CCCN(S(=O)(=O)c3ccc(Br)cc3)C2)CC1 (stereo unspecified)	1	0	8	7	3	-3	4	0
COc1ccc(-c2cccc(C(=O)Nc3ccccc3C)c2)cc1	-5	19	8	-1	-10	0	-3	1
CCOc1cc(Cl)c(CNCCCN2CCOCC2)cc1OC	-5	-5	8	12	-11	4	-1	1
Fc1ccc(NC(=S)N2CCn3cccc3C2c2cccnc2)cc1 (stereo unspecified)	-15	1	12	-6	4	6	-4	-4
CN(CCC#N)C(=O)CSc1nnc(-c2ccco2)n1N	-4	-6	15	-2	1	-3	-3	0
COc1ccc2ccccc2c1CNCCCN1CCOCC1	-5	-4	8	6	3	-3	-5	0
CCC(CC)C(=O)N1CC(=O)Nc2ccc(Br)cc2C1c1ccccc1 (stereo unspecified)	-10	9	16	4	0	6	11	3
CCOc1ccccc1NC(=O)c1cccc2c1C(=O)N(C1CCCCC1)C2	-3	-5	9	7	-6	3	8	1
Cc1ccc(-c2nc(CNC(=O)c3cc(C)on3)cs2)cc1	-4	-7	-10	6	-12	-2	-1	-5
Cc1cc(S(=O)(=O)Nc2ccc(C(=O)NCC(C)(C)N3CCOCC3)cc2)ccc1F	-5	0	7	-1	7	3	2	1
NS(=O)(=O)c1ccc(O)c(N2C(=O)c3cccc4c(C(=O)O)ccc(c34)C2=O)c1	-3	-13	12	-3	-11	-5	-13	3
C=CCNC(=O)CSc1nc2scc(-c3ccco3)c2c(=O)n1CC=C	6	3	1	-3	3	-1	1	-10
CC1CCN(C(=O)Cn2c3ccccc3c3nc4n(c(=O)c32)CCS4)CC1	-1	-10	-288	-9	-8	-4	-8	1
COc1ccccc1-n1c(SCC(N)=O)nc2sc3c(c2c1=O)CCC3	0	3	15	2	0	-12	0	-1
COCCOc1ccc(C(F)(F)F)cc1NC(=O)COC(=O)C1=COCCO1	-1	-20	1	-9	-3	-4	0	1
CCN1CCN(C(c2cccc(OC)c2OC)c2nnnn2Cc2ccco2)CC1 (stereo unspecified)	-1	2	12	7	-4	-12	1	2
COC(=O)c1ccc(CSc2nncn2C)cc1	-8	4	-25	-3	-3	-2	-4	-22
Cc1ccc(C(=O)C2CCN(CC(=O)NCc3ccc(F)cc3)CC2)cc1	-6	4	13	8	3	5	7	1
C/C(=C1/SC(N2CCOCC2)=NC1=O)c1ccc(Cl)cc1	-3	-4	12	2	3	5	-8	-2
O=C(CCCn1cnc2ccccc2c1=O)Nc1ccccc1F	-6	4	11	3	10	3	-1	2

Printed as active in SENP6 block (from the list above):
structure	APOBEC3G inh	UBC13 inh	SENP7 inh	SENP6 block	SENP1 inh
COc1ccc(-c2nc(-c3cccnc3)no2)cc1	-3	0	84*	77*	1

Other entries
SMILES	APOBEC3G inh	UBC13 inh	SENP8 block-1	SENP7 inh	SENP8 block-2	SENP6 block	Apaf-1 inh	SENP1 inh
Brc1ccc(-c2nnc3sc(CN4CCC5(CC4)OCCO5)cn23)cc1	-5	-11	8	-8	-1	-10	1	0
COc1ccc(NC(=O)C/C(C)=N/NC(=O)c2ccccn2)c(OC)c1	-1	2	20	6	-12	-5	0	2
COc1ccc(C(=O)NCCN2CCCC2)cc1OC	-5	-7	13	5	-9	3	12	0
CCOC(=O)c1[nH]c(COC(=O)c2ccccc2NC(=O)c2ccco2)c(C(=O)OCC)c1C	-1	8	-89	-2	-7	13	-383	-9
Cc1ccc(S(=O)CCNC(=O)Cc2ccccc2)cc1 (stereo unspecified)	0	0	19	8	-1	0	17	-2
Cc1cccc(OCC(=O)Nc2cccc(C(=O)NCC(C)C)c2)c1	-3	17	20	-4	-5	-16	4	2
COc1cc(C2=NOC(C(=O)Nc3ccc(C(C)=O)cc3)C2)cc(OC)c1OC (stereo unspecified)	-7	-4	-2	-10	-6	-2	5	1
Cc1ccc(S(=O)(=O)/C(C#N)=C/c2c(N3CC(C)OC(C)C3)nc3ccccn3c2=O)cc1 (stereo unspecified)	-6	-6	-10	-5	-10	-11	17	-21
COC(=O)c1ccccc1NC(=S)NC(NC(=O)c1ccco1)C(Cl)(Cl)Cl (stereo unspecified)	-8	-3	-174	-7	-3	-2	3	0
O=C(COc1ccc(Cl)cc1)NCc1nnc(SCC(=O)Nc2ccccc2F)o1	0	-6	12	3	5	-5	0	-1
CCOc1ccc(S(=O)(=O)N2CCN(C(=O)COc3ccc(Br)cc3)CC2)cc1	-3	4	21	3	-3	2	18	3
CCOC(=O)c1c(C)oc2c1c(CN1CCN(C(=O)OCC)CC1)c(O)c1ccccc12	-4	1	-2	3	-8	4	5	-7
O=C(CCCC(=O)N(CC(=O)NC1CCCC1)C1CCCC1)Nc1ccccn1	-5	-5	21	-2	-19	5	5	2
CCOC(=O)NC(=S)c1ccc[nH]1	-9	-17	20	-10	-9	-21	7	0
CCOC(=O)Cn1c(-c2cccnc2Cl)nc2ccccc21	-4	13	12	-2	2	7	-6	3

Five compounds picked at random from the list so far, as already listed:
SMILES	APOBEC3G inh	UBC13 inh	SENP8 block-1	SENP7 inh	SENP8 block-2	SENP6 block	Apaf-1 inh	SENP1 inh
CCOC(=O)c1c(C)oc2c1c(CN1CCN(C(=O)OCC)CC1)c(O)c1ccccc12	-4	1	-2	3	-8	4	5	-7
COC(=O)c1ccccc1NC(=S)NC(NC(=O)c1ccco1)C(Cl)(Cl)Cl (stereo unspecified)	-8	-3	-174	-7	-3	-2	3	0
CCOC(=O)c1[nH]c(COC(=O)c2ccccc2NC(=O)c2ccco2)c(C(=O)OCC)c1C	-1	8	-89	-2	-7	13	-383	-9
COc1cc(C2=NOC(C(=O)Nc3ccc(C(C)=O)cc3)C2)cc(OC)c1OC (stereo unspecified)	-7	-4	-2	-10	-6	-2	5	1
Brc1ccc(-c2nnc3sc(CN4CCC5(CC4)OCCO5)cn23)cc1	-5	-11	8	-8	-1	-10	1	0

Remaining list, next part.
SMILES	APOBEC3G inh	UBC13 inh	SENP8 block-1	SENP7 inh	SENP8 block-2	SENP6 block	Apaf-1 inh	SENP1 inh
OCCNc1nc(Nc2ccccc2Cl)nc(N2CCCC2)n1	-6	9	11	-6	6	-2	0	2
O=C(Nc1cccnc1Cl)c1cccs1	-8	3	6	-5	-2	-23	1	-1
Cc1ccc(S(=O)(=O)C2CCCCC2=O)cc1 (stereo unspecified)	-6	-9	13	5	-2	-9	-5	2
CCc1nc(N2CCN(C(=O)c3ccccc3)CC2)c2c3c(sc2n1)CCCC3	-3	-2	-7	-4	-16	-14	26	3
CCCNc1c(NS(=O)(=O)c2ccc(C3CCCCC3)cc2)c(=O)oc2ccccc12	-2	0	-11	8	-8	-26	10	-1
CCc1c(C)c2c(C)nn(-c3ccccc3)c2oc1=O	0	3	5	3	-9	-10	18	4
CC(C)NC(=O)CN(C(=O)CCC(=O)Nc1nccs1)c1ccc2c(c1)OCO2	-6	-7	24	-1	-5	-8	0	-1
CC(C)c1ccc(CNc2ccc3c(c2)ncn3C)cc1	6	8	-194	-3	-5	5	15	1
COc1cccc(NC(=O)Cn2cnc3c(oc4nc5c(cc43)CCCC5)c2=O)c1	4	-6	-84	-1	9	0	0	-13
O=C(c1cc(COc2ccc(F)cc2Cl)on1)N1CCc2sccc2C1	-7	6	1	4	0	4	15	0
COc1ccc(CCNC(=O)COC(=O)c2ccccc2NCCO)cc1OC	-9	13	-498	-12	5	-5	2	-9
CC(C)C[C@H](NC(=O)NCc1ccc(Cl)cc1)C(=O)O	-1	4	5	2	-2	-4	-5	2
CCOCCCNC(=O)c1cccc(NC(=O)C2=C(C)OCCS2)c1	-6	-4	20	3	2	10	-5	1
COc1ccccc1-c1nnc(SCC(=O)c2ccc(C3CCCCC3)cc2)n1Cc1ccco1	-7	0	29	6	3	7	26	2
O=C(Nc1ccccc1)Nc1cccn(Cc2c(F)cccc2Cl)c1=O	-4	2	-233	13	55*	58*	15	-3
CCCCc1nc2ccccc2n1Cc1nnc2n1-c1ccccc1SC2	-6	2	9	2	5	-1	6	0
COc1ccc(C2CC(c3ccccc3)=NN2C(=O)COC(=O)c2ccc(S(C)(=O)=O)cc2)cc1 (stereo unspecified)	-12	9	14	0	4	-5	2	0
O=C(CNc1cccc([N+](=O)[O-])c1)N/N=C/c1ccc([N+](=O)[O-])o1	-1	-9	40*	4	8	2	4	-3
O=C(N/N=C/c1ccco1)c1ccc(NC(=O)c2ccccc2Cl)cc1	-5	-7	-42	4	-3	-5	5	1
COc1cc(NS(=O)(=O)c2ccc(NC(=S)NC(=O)/C=C/c3ccc(F)cc3)cc2)ncn1	-4	-19	36	-2	-9	-20	-1	3
CN(C)CCCC1(O)c2ccccc2CCc2ccccc21	-1	9	9	-6	3	-20	-6	-1
CCN(CC)CC(=O)NC12CC3CC(CC(C3)C1)C2	-2	-4	14	-5	-2	4	-5	3
O=C(CC1C(=O)NCCN1CC(c1ccccc1)c1ccccc1)NCC1CCOCC1 (stereo unspecified)	-5	4	-34	5	-9	3	5	-10
Cc1nc2ccc(NC(=O)Cc3ccc(Br)cc3)cc2s1	0	-4	9	0	1	1	-15	0
Cc1nnsc1C(=O)N1CCC(C(=O)c2ccccc2)CC1	-2	-9	23	7	3	-10	-19	1
Cn1/c(=N/NC(=O)c2ccccc2F)sc2ccccc21	0	2	6	0	-4	-13	-72	1
CC(=O)[C@H]1[C@H]([C@H](O)[C@H](O)CO)O[C@](O)(C(=O)O)C[C@@H]1O	-2	-7	40	-10	6	8	-6	0
CCN(CC)S(=O)(=O)c1ccc(OCC(=O)NCc2ccco2)cc1	-2	11	12	4	0	-12	-16	-2
CC1(C)c2[nH]c3ccccc3c2C[C@H]2C(=O)N(N)CC(=O)N21	2	-5	13	-4	-3	20	2	-1
COc1cc(OC)cc(C(=O)NC2CCN(C(=O)N3c4ccccc4Sc4ccccc43)CC2)c1	-8	7	3	0	4	-24	13	1
CC1=N/C(=C/c2ccc([N+](=O)[O-])cc2)C(=O)N1c1ccc(Cl)cc1Cl	-2	-2	8	6	-3	-21	1	2

Compounds as they come; any-hit rate near 3.6%.
